Screening data from PubChem.
TAG inh = reduces triacylglycerol accumulation in H9c2 cells; actives 0.66% (n = 230,000); inhibition, % at 12.5 µM; Nile Red lipid (TAG) fluorescence; cells loaded with 200 µM oleic acid;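 active = pattern-corrected inhibition of lipid staining of at least 50% with the nuclear-stain viability signal not falling by more than 50%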;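 also: 0% = DMSO wells and 100% = triacsin C control wells; some results filed as inactive read as strong as hits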
TAG inh DAPI viability = further read-out of TAG inh, marked with its call; DAPI nuclei signal change (viability), lower = more cytotoxic, %;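 whole-well DAPI fluorescence read on a plate reader as a viability signal; minus 50 percent equals half of cells still viable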
* marks the source's active call; other numbers are inactive results. An excerpt; the hit share may differ from the screen's.

SMILES | TAG inh | TAG inh DAPI viability
CSc1nc2nc3c(cc2c(=O)n1-c1ccccc1)COC(C)(C)C3 | 14 | -2
COc1ccc(-c2cc(=O)oc(-c3cccc(C)c3)n2)cc1 | 12 | -21
O=C1NC2(CCCCC2)C(=O)N1/N=C/c1ccccc1Br | -3 | -4
C=CCNC(=O)c1onc(CSc2ccccc2)c1C(=O)O | -4 | -6
COc1ccc(-c2nnc(SCCC(=O)O)n2C)cc1OC | 18 | -3
O=C(Nc1ccc2c(c1)N(Cc1ccccc1)C(=O)c1ccccc1S2)NC1CC1 | -6 | 1
COC(CNC(=O)Cn1ncc2ccsc2c1=O)OC | 1 | 30
COCC(=O)Nc1ccc(S(=O)(=O)Nc2onc(C)c2C)cc1 | -13 | 1
O=C1c2cc([N+](=O)[O-])ccc2-c2cc(Br)c(N=C(NO)C(F)(F)F)cc21 | -3 | 2
COc1ccc(C)cc1NC(=O)C(c1ccccc1)N1CCN(CC(=O)N2CCCC2)CC1 (configuration not stated) | -11 | -3
CCOC(=O)c1cnn(-c2ccccc2)c1-n1cccc1C(=O)C(=O)Nc1ccccc1C(F)(F)F | -29 | 5
CCSCCCn1[nH]c2ccccc2c1=O | -4 | 1
Cc1nc(NN)nc(NCc2ccccc2)n1 | 0 | -9
CC(C)(C)c1ccc(OCCC(=O)OCC(=O)Nc2ccc(N3CCOCC3)cc2)cc1 | -3 | -8
CC1CCN(CCNC(=O)c2ccc(NC(=O)C3CCCO3)cc2)CC1 (configuration not stated) | 4 | -4
O=c1[nH]c(=O)n2ncnc2[nH]1 | 25 | -4

Complete entries as entered above:
COc1ccc(-c2cc(=O)oc(-c3cccc(C)c3)n2)cc1 in the list: TAG inh: 12; TAG inh DAPI viability: -21
C=CCNC(=O)c1onc(CSc2ccccc2)c1C(=O)O in the list: TAG inh: -4; TAG inh DAPI viability: -6
Cc1nc(NN)nc(NCc2ccccc2)n1 in the list: TAG inh: 0; TAG inh DAPI viability: -9

Next section
SMILES | TAG inh | TAG inh DAPI viability
CCC(C)NC(=O)NCc1ccccc1F (configuration not stated) | 2 | -1
O=C(CCC(=O)Nc1ccccc1Cl)NNC(=O)c1ccccc1[N+](=O)[O-] | 0 | -1
Cc1cccc(C)c1NC(=O)CSc1nnc(NC(=O)CN2CCOCC2)s1 | 2 | 3
CC(C)NC(=O)c1cccc(NC(=O)CC2SC(N3CCCCC3)=NC2=O)c1 (configuration not stated) | 2 | 3
O=C(N/N=C/c1ccccc1O)C(=O)Nc1ccccn1 | 8 | -25
Cn1cc(/C=C(\C(=O)O)C(C(=O)O)=C2CCCCC2)c2ccccc21 | -14 | 13
CCCNC(=S)N1CCC(NC(=O)C23CC4CC(CC(C4)C2)C3)CC1 | 22 | -5
Cc1ccccc1OCc1csc(N)n1 | 2 | -3

5 entries from above, with two lines to a compound:
Sequence of screens: TAG inh	TAG inh DAPI viability
Cc1cccc(C)c1NC(=O)CSc1nnc(NC(=O)CN2CCOCC2)s1
 : 2	3
O=C(CCC(=O)Nc1ccccc1Cl)NNC(=O)c1ccccc1[N+](=O)[O-]
 : 0	-1
CCCNC(=S)N1CCC(NC(=O)C23CC4CC(CC(C4)C2)C3)CC1
 : 22	-5
CC(C)NC(=O)c1cccc(NC(=O)CC2SC(N3CCCCC3)=NC2=O)c1 (configuration not stated)
 : 2	3
CCC(C)NC(=O)NCc1ccccc1F (configuration not stated)
 : 2	-1

The listing continues:
SMILES | TAG inh | TAG inh DAPI viability
O=C(CSc1nc(C(F)(F)F)cc(=O)[nH]1)Nc1nccs1 | 10 | -3
O=C(CCCc1nc(-c2ccccc2)no1)N1CCOCC1 | -17 | 6
Cc1ccccc1-c1n[nH]c(=S)n1/N=C/c1ccc(-c2ccccc2Br)o1 | 6 | 11
O=C1COc2ccc(C(=O)c3ccccc3C(=O)NCc3ccccc3)cc2N1 | -21 | 13
CC1(C)CCC(=O)N2CC[C@H]3C[C@H](OC(=O)Nc4ccccc4)C[C@@H]1[C@H]32 | -5 | -1
CC[C@@H]1C=C(C(=O)O)[C@H](c2cccc(C)c2)N1S(=O)(=O)c1ccc(C)cc1 | -10 | 8
C=CCNC(=O)c1ccc(C2SCC(=O)N2Cc2ccccc2)cc1 (configuration not stated) | 4 | -14
O=C(C[C@H]1C[C@H](C(=O)N2CCOCC2)[C@@]2(CCC3CCCC3)c3[nH]c4cc(-c5ccco5)ccc4c3CCN2C1=O)NCCc1ccccn1 | 13 | 16
CCC[N+](C)(C)C(C)C(OC(C)=O)c1ccccc1 (configuration not stated) | 6 | 11
CCOc1ccc(C(=O)NC(C(=O)NCc2ccccc2OC)C(C)C)cc1 (configuration not stated) | -7 | -4
C[C@H](CO)N1C[C@H](C)[C@@H](CN(C)S(C)(=O)=O)OCc2cnnn2CCCC1=O | 0 | 5
CCOc1ccc(/C=C2\NC(=S)NC2=O)cc1 | 7 | 0
CC(C)(C)OC(=O)CNC(=O)c1nc[nH]c1C(=O)NCc1ccccc1 | 12 | -17
O=C(CNC(=O)c1cccs1)NCC(=O)OCc1ccccc1Br | -6 | -3
c1ccc(Cn2nnc3c(N4CCC5(CC4)OCCO5)ncnc32)cc1 | -40 | -3
O=C(CSc1cccc(C(F)(F)F)c1)Nc1ccc(N2CCOCC2)cc1 | -31 | 9
COc1ccccc1-n1cnnc1SCC(=O)NC1CCCC1 | 22 | -12
CCN(CC)CCN(C(=O)c1ccc(C(=O)c2ccccc2)cc1)c1nc2ccc(OC)cc2s1 | 10 | 7
COCCCNC(=O)c1ccc(N(C)S(=O)(=O)c2ccc(OC)cc2)cc1 | -1 | 4
CC(=O)NC(C(=O)N1CCC(c2nc3ccccc3s2)CC1)C(C)C (configuration not stated) | -16 | 6
CC(=O)c1nn(-c2ccccc2)cc1C(=O)c1ccc(Br)cc1 | 21 | -5
CC1(C)CN(c2ccc(N3CC(C)(C)C3=O)cc2)C1=O | 2 | 2
CNc1nc(NCc2ccc(N(C)C)cc2)c2sccc2n1 | -16 | 1
COC(C[C@@H](O)C[C@H](O)[C@H](C)OCc1ccccc1)OC | -2 | 6
COc1ccc(S(=O)(=O)N(CCC#N)Cc2ccco2)cc1OC | 2 | -2
O=C(CSc1nnc(Cc2ccccc2)o1)NCc1ccc2c(c1)OCO2 | 1 | 0
CC(C)CCNc1cc(=O)n(C)c(=O)n1C | 6 | 8
Cc1cccc(OCC(=O)OCC(=O)c2c(N)n(C)c(=O)n(C)c2=O)c1C | -13 | -4
CC(C)CC(NC(N)=O)C(=O)Nc1ccc(Cl)c(Cl)c1 (configuration not stated) | 5 | 9
Cc1c(NC(=O)CSCc2ccc(Br)cc2)c(=O)n(-c2ccccc2)n1C | 20 | -12
CC(=O)c1cnc2sccn2c1=O | 17 | -21
O=C(c1ccc2c(c1)OCO2)N1CCC2(CC1)Oc1ccc(F)cc1C(=O)C21CC(c2ccc(Cl)cc2)=NO1 (configuration not stated) | 4 | 0
CSc1nc2c(c(=O)[nH]1)C(c1ccncc1)C(C(=O)OC(C)C)=C(C)N2 (configuration not stated) | 2 | -5
O=C1CCN(S(=O)(=O)c2ccc(Cl)cc2)CCN1 | 11 | -13
COC(=O)c1cn(CCOc2ccccc2F)c2ccccc12 | -16 | 5
O=C1CCC([N+](=O)[O-])C(c2cccc3ccccc23)N1 (configuration not stated) | 1 | 5
CCNc1cc(Cl)nc(SC)n1 | 1 | -2
Cc1ccc(CNS(=O)(=O)c2c(C)n(C)c(=O)n(C)c2=O)cc1 | -4 | 5
CCOc1ccc(NC(=O)c2ccc3c(c2)S(=O)(=O)N=C2CCCCCN23)cc1 | 6 | 3
CCCCN(C(=O)CSc1c(C)c(C)cc(C)c1C)c1c(N)n(CCC)c(=O)[nH]c1=O | 1 | 4

Next records follow:
Compound,TAG inh,TAG inh DAPI viability
O=C(NCc1ccc2c(c1)OCO2)C1CCC(CNS(=O)(=O)c2ccccc2)CC1 (configuration not stated),19,-8
COc1cc(/C=C/C(=O)OCC(=O)Nc2ccc(Cl)cn2)ccc1O,-8,-3
CCOC(=O)CC(NC(=O)c1ccco1)c1ccc(OC)cc1 (configuration not stated),-2,-4
CCN(CC(=O)Nc1cc(Cl)ccc1C)C(=O)c1nc2nc(C)cc(C)n2n1,-6,-4
COc1cc(NC(=O)COc2cc(C)cc3oc(=O)cc(C)c23)cc(OC)c1OC,16,-10
Cc1cc(C)n2nc(SCC3COc4ccccc4O3)nc2n1 (configuration not stated),22,-2
N=c1sccn1CC(=O)Nc1cc(Cl)ccc1Oc1ccccc1,22,3
Cc1sc(NC(=O)C2CCCO2)c(C(N)=O)c1C (configuration not stated),15,4
O=C(NC1CCCCCC1)c1ccc([N+](=O)[O-])s1,13,-9
O=C(COC(=O)c1sc2ccccc2c1Cl)Nc1ncc(Cl)cc1Cl,-14,-2
N#Cc1cccc(Cn2cc(C(F)(F)F)ccc2=O)c1,2,-7
COc1cccc(OC)c1C(=O)NC(=O)NNc1cc(C(F)(F)F)cc(C)n1,6,-4
O=C1c2cccnc2C(=O)N1CNc1ccc(Cl)cc1,-9,10
Cn1c(N)c(C(=O)CSc2nc(N)cc(N)n2)c(=O)n(C)c1=O,-1,-2
CN(Cc1ccccc1F)C(=O)c1ccc2c(=O)n3c(nc2c1)CCC3,-10,1
COCCn1c(Cc2ccccc2)nnc1SCC(=O)NC(C)C,-12,12
O=C(NCc1ccccc1)Nc1cccc2ccccc12,-12,-4
O=C(O)c1nc(-c2ccccc2)n(-c2ccc(Cl)cc2)n1,-20,1
CCO[C@H]1OC(C(=O)NC2CC2)=C[C@@H](c2ccc3c(c2)OCO3)[C@@H]1CCCO,9,-10
CCOC(=O)c1ccc(S(=O)(=O)N2CCN(C/C=C/c3ccccc3)CC2)cc1,-9,2
O=S(=O)(Nc1ccon1)c1ccc(F)c(F)c1,4,1
CC(C)CCC1=NN(C(=O)c2ccco2)C(O)(C(F)(F)F)C1 (configuration not stated),-19,13
NC(=O)c1cnccc1C=Cc1ccccc1,-3,0
CCOC(=O)c1ccc(NC(=O)Nc2ccc(F)cc2)cc1,17,1
CCC(=O)Nc1cccc(NC(=S)NC(=O)c2cccc(C)c2)c1,-22,14
Cc1onc(-c2c(F)cccc2Cl)c1C(=O)NCCc1ccncc1,-1,-1
O=C(NCCN1CCOCC1)c1ccc(NC(=O)C2COc3ccccc3O2)cc1 (configuration not stated),-30,5
CCN(CC(=O)Nc1c(F)cccc1F)C(=O)c1ccc2c(c1)S(=O)(=O)N=C1CCCCCN12,2,-4
CCCCn1c(N)c(N(CCOC)C(=O)CSc2nnc(-c3ccncc3)n2CCC)c(=O)[nH]c1=O,4,0
Fc1ccc(C2c3[nH]c4ccccc4c3CCN2Cc2ccoc2)cc1 (configuration not stated),-2,22
Cc1ccccc1CN1CCN(c2ccc(S(=O)(=O)N3CCCC3)cn2)CC1,2,-2
COc1ccc(OCC(=O)N2CCc3c([nH]c4ccccc34)C2c2ccccn2)cc1 (configuration not stated),-8,-10
CN(CC(=O)Nc1ccccc1Cl)C(=O)C1CSC2(C)CCC(=O)N12 (configuration not stated),16,5
COc1ccc(CNC(=O)CCn2c(C)csc2=O)cc1,5,-7
COCCCn1c(=O)/c(=C/c2ccccc2OC(F)F)s/c1=C(\C#N)C(=O)NCCOC,-6,8
CN(C)/C=N/c1sc2c(c1C(N)=O)CCCC2,12,-8
CSc1ncccc1C(=O)OCc1ccc(C#N)cc1,-26,3
COC1CCN(C(=O)c2cc(COc3cc(C)ccc3C)on2)CC1,-3,-4
O=C1C=C(Nc2ccccc2)CC(c2ccccc2)C1 (configuration not stated),-20,4
O=C(Nc1cccc(S(=O)(=O)N2CCOCC2)c1)c1ccc(=O)[nH]c1,0,-1
O=C(Nn1cnnc1)c1ccc([N+](=O)[O-])cc1Cl,-4,5
Cc1cccc(NC(=O)Nc2ccccn2)c1C,14,-6
Cc1noc(C)c1COC(=O)CCc1nc2ccccc2c(=O)[nH]1,-5,-5
COC(=O)C1=C[C@@H](C(=O)OC)[C@@H]2C3=C(C(=O)[C@]2(C)NC(=O)c2ccccc2)[C@H](C)n2c(=O)n(C)c(=O)n2[C@@H]3C1,2,-5
COc1ccccc1NC(=O)C1=C(C)Nc2nnnn2C1c1cccc(C)c1 (configuration not stated),4,-4
CCCCn1c(=O)cc(C)n(-c2ccccc2)c1=O,0,4
CCOc1ccc2nc(NCCNC(=O)C3CC3)c(C)cc2c1,-9,25
CCS(=O)(=O)Nc1ccc(C(=O)OC)cc1,-5,-4
Cc1nn(-c2ccccc2)c2nc(N)c(C#N)c(-c3ccc(C(C)(C)C)cc3)c12,26,13
CCCn1c(-c2ccc(OC)cc2)nc2c(=O)n(C)c(=O)[nH]c21,1,-4

The results go on.
Compound,TAG inh,TAG inh DAPI viability
CCOC(=O)C(CCCCP(=O)(c1ccccc1)c1ccccc1)(NC(C)=O)C(=O)OCC,0,6
O=C(Nc1ccc(OCC(F)(F)C(F)F)cc1)c1ccncc1,-7,3
CC(c1ccon1)N(C)C(=O)CCc1nnc(Cc2ccc(-c3ccccc3)cc2)o1 (configuration not stated),10,-4
COc1cccc(-c2cnc3c(NC(C)=O)cc(-c4ccc(S(C)(=O)=O)cc4)cn23)c1,9,-15
Cc1ccc(C(=O)CC2(O)C(=O)N(C)c3ccccc32)s1 (configuration not stated),10,7
